# Mtb BioA inh: M. tuberculosis BioA enzyme inhibitors, primary screen, biochemical, plate reader, single point, HTS; hit rate 0.096% among 360,000; inhibition, % at 9.99 µM; AID 602481, 2012; purified M. tuberculosis BioA enzyme; in the data active means inhibition above about 40%
# Mtb UGM inh: M. tuberculosis UGM enzyme inhibitors, primary screen, biochemical, fluorescence polarization, single point; purified UGM, fluorescence polarization probe displacement; hit rate 0.06% among 320,000; AID 504406, 2011; inhibition, % at 10 µM; in the data active means inhibition above about 10%, passing the limit was not always enough
# Target sequence (P9WIQ1 whole entry, looked up): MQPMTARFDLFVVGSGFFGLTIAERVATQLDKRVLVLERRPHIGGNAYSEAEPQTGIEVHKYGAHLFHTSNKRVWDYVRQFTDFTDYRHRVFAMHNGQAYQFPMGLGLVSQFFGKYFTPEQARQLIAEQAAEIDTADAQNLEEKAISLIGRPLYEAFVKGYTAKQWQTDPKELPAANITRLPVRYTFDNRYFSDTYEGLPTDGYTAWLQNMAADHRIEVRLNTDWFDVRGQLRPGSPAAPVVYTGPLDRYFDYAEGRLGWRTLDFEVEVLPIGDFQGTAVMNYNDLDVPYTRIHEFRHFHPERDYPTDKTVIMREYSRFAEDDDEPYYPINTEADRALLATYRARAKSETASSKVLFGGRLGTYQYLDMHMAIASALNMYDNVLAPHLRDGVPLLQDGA
# MazEF act: activators of E. coli MazEF toxin-antitoxin RNase, primary screen, biochemical, fluorescence, uHTS; FAM/BHQ RNA-DNA oligo cleavage fluorescence, 5 h; activation, % at 20 µM; hit rate 0.32% among 350,000; AID 504720, 2011; in the data active means activation above about 50%
# VHR inh abs: VHR1 phosphatase inhibitors, primary screen, biochemical, absorbance, uHTS | AID 1654, 2009 | inhibition, % at 13.3 µM | recombinant VHR phosphatase, pNPP absorbance | hit rate 0.52% among 290,000 | Dual specificity protein phosphatase 3 (Homo sapiens), P51452; in the data active means inhibition above about 50%; further: some compounds called inactive have numbers as strong as hits
# Target sequence (P51452 whole entry, looked up): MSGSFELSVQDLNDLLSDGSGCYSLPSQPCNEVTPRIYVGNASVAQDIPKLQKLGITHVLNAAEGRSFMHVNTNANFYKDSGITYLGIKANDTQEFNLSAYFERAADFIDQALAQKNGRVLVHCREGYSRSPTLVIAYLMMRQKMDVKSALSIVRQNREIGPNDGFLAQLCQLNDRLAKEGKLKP
# Rv3671c inh: Rv3671c serine protease inhibitors, primary screen, biochemical, fluorescence polarization, M. tuberculosis H37Rv; hit rate 0.048% among 320,000; inhibition, % at 5.96 µM; in the data active means inhibition above about 38%;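 further: extracellular domain of Rv3671c used as enzyme; 0% = enzyme with DMSO and 100% = no enzyme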
# Target sequence (P9WHR9 whole entry, looked up, the tested form may be a part): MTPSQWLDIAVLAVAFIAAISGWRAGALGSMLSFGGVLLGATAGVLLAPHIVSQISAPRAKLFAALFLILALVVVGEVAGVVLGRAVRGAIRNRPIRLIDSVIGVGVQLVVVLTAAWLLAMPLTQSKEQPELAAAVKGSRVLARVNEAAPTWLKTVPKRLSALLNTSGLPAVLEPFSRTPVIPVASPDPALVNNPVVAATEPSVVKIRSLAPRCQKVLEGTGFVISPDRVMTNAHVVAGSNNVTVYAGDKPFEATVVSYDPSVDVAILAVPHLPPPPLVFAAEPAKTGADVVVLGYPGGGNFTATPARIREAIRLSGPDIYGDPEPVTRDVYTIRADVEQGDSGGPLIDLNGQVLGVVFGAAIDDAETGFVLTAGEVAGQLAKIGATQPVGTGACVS
# SSB-PriA inh: inhibitors of Klebsiella pneumoniae PriA binding to SSB C-terminal tail, primary screen, biochemical, AlphaScreen | hit rate 0.6% among 430,000 | inhibition, % at 33 µM | AlphaScreen SSBct-PriA binding, biotinylated peptide | AID 1272365, 2023; in the data active means inhibition mostly above about 37%, no sharp cut-off; inactive means mostly below about 20%;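 further: plate controls were negative control peptide for no effect and reference peptide for full effect; strong numbers were not always called active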
# GDH-TPI inh: GDH-TPI coupling enzyme inhibitors, primary screen, artefact control for M. tuberculosis FBA inhibitor project, biochemical, absorbance, full deck; GDH-TPI coupled enzyme counterscreen, NADH absorbance; AID 588335, 2011; hit rate 1.2% among 360,000; inhibition, % at 4.8 µM; in the data active means inhibition above about 30%;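 further: 0% = DMSO wells and 100% = wells lacking the enzyme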
# FBA Mtb inh: Mtb FBA enzyme inhibitors, primary screen, biochemical, fluorescence, strain H37Rv. hit rate 2.3% among 360,000. Fructose-bisphosphate aldolase (Mycobacterium tuberculosis (strain ATCC 25618 / H37Rv)), …. purified M. tuberculosis FBA, fluorescence read-out. inhibition, % at 1 µM; in the data active means inhibition above about 27%;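 further: 0% = vehicle and 100% = reference inhibitor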
# Vc quorum ag: inducers of Vibrio cholerae quorum light production without autoinducers, primary screen, BH1578 luxS cqsA deficient, single point. V. cholerae BH1578 lux reporter, luminescence, 6 h. activation, % at 18.7 µM. hit rate 0.16% among 350,000. AID 588436, 2011; in the data active means activation mostly above about 9.7%, no sharp cut-off; further: not every result past the cut was called active; inactives centre near 0; reference of the scale not given here
# 3CLpro inhibitor: SARS-CoV 3CLpro protease inhibitors, primary screen, biochemical, quenched FRET; recombinant SARS-CoV 3CLpro, quenched FRET peptide cleavage; inhibition, % at 6 µM; hit rate 0.14% among 290,000; AID 1706, 2009; in the data active means inhibition above about 12%
# * = called active by the depositor; i = inactive; x = not tested or not shown; & = joins results of further samples.
SMILES,Mtb BioA inh,Mtb UGM inh,MazEF act,VHR inh abs,Rv3671c inh,SSB-PriA inh,GDH-TPI inh,FBA Mtb inh,Vc quorum ag,3CLpro inhibitor
O=C1C(=O)N(c2ccccc2)C(c2ccccc2[N+](=O)[O-])/C1=C(\O)c1ccccc1 (configuration not stated),0.2,-0.5,0.5,18.5,1.4,x,2.9,-4.8,-0.9,2.0
CCCn1c(CCl)nc2cc(S(=O)(=O)N3CCOCC3)ccc21,-1.4,3.9,-1.6,x,5.0,-4.5,-2.6,2.0,i,x
C=CCc1cccc(CNc2nc3ccccc3n2C(C)C)c1O,-1.4,1.1,3.4,35.9,6.2,-25.2,0.0,-4.5,-1.0,-3.7
Cc1cc2c(cc1C)C(c1ccccc1Br)CC(=O)N2 (configuration not stated),-0.2,0.6,0.6,4.6,6.4,-12.4,4.8,0.2,-0.1,5.9
Cc1[nH]c(N)nc(=S)c1CCCNc1ccccc1,-2.2,x,-0.9,x,x,4.7,15.3,-2.1,i,x
CCNC(=O)CSc1nnc(-c2ccccc2Br)n1-c1cccc(C(F)(F)F)c1,x,-1.8,5.0,21.9,-0.9,-2.8,11.9,-5.3,0.0,0.6
Cn1c(SCC(=O)Nc2ncc(C(F)(F)F)cc2Cl)nnc1-c1ccc(Cl)cc1,x,1.5,-5.0,4.6,1.6,-10.2,0.4,3.1,-2.7,1.1
CCCNC(=O)C1(C)CCN(C(=O)c2ccc3c(c2)CCO3)C1 (configuration not stated),1.1,x,x,x,x,x,9.1,3.8,-9.5,x
CN1CCCC(OC(=O)c2cc(Cl)cc(Cl)c2)C1 (configuration not stated),x,-1.3,0.2,22.3,-2.3,7.9,-0.6,2.1,i,0.0
O=C(O)Cn1nnnc1SCC(=O)Nc1ccc(OC(F)(F)F)cc1,-1.2,3.0,2.9,15.1,0.5,-19.1,-1.9,0.9,-4.5,-2.9
CCN(CC)Cc1cc(NC2=NS(=O)(=O)c3ccccc32)ccc1OC(=O)c1ccccc1,x,4.4,3.9,21.2,-2.7,-5.9,4.4,-0.7,-0.3,-4.2
COc1cccc(N=Cc2nc(-c3ccccc3)oc2OC(C)=O)c1,-0.9,1.6,-0.4,-8.5,8.0,-2.9,-10.7,-1.9,-0.8,1.0
Cc1onc(-c2c(Cl)cccc2Cl)c1C(=O)Nc1ccc2c(C(F)(F)F)cc(=O)oc2c1,x,2.7,6.4,1.1,1.8,2.1,-7.2,6.5,-0.4,-3.6
Cc1cc2nnc(SCC(=O)Nc3cccc(S(=O)(=O)N4CCOCC4)c3)n2c2ccccc12,-3.4,-2.9,1.6,4.7,5.2,-9.8,6.2,0.9,-2.7,-2.6
Cc1c(OCC(=O)NCCCN2CCCC2=O)ccc2c3c(c(=O)oc12)CCC3,13.9,0.8,-26.1,5.7,-0.7,-8.7,7.4,18.8,-0.4,-3.5
COC(=O)C1=NNC2(c3ccc(C)cc3)C(=O)N(c3cccc(C)c3C)C(=O)C12 (configuration not stated),-0.8,4.6,7.3,9.4,0.4,4.8,1.4,-2.7,-0.2,4.3
CC1CC(C)CN(C(=O)CSc2n[nH]c(N)n2)C1 (configuration not stated),-2.3,-3.8,-5.7,x,-2.5,-7.4,10.8,-0.7,i,x
CCCN(CC(=O)Nc1ccc(F)c(F)c1F)Cc1cc(=O)n2ccsc2n1,x,0.5,2.9,-20.3,-0.2,1.3,0.6,4.3,-1.6,-2.9
O=C(NNC(=O)c1ccc2ccccc2c1)c1ccc(Cl)cc1,-1.6,x,-3.4,x,x,-20.1,15.0,-0.1,-0.8,x
CN(c1ccccc1)S(=O)(=O)c1cccc(NC(=O)CSc2nccc(=O)[nH]2)c1,0.0,-1.2,-4.6,x,-16.9,-2.9,-6.1,1.4,1.2,x
Cn1c(SCc2nc3ccccc3c(=O)[nH]2)nnc1-c1ccco1,1.8,2.4,-6.5,10.0,1.6,-2.7,4.6,-0.5,i,7.7
CN(CCc1ccccc1)C(=O)c1cccc(NC(=O)Cc2cccc(NC(=O)C3CCN(C(=O)C4CCCC4)CC3)c2)c1,-1.6,x,3.1,x,x,-1.0,11.8,1.8,-1.1,x
CC1CCCCN1C(=O)CSc1nnc2ccccn12 (configuration not stated),-0.1,-4.1,7.9,x,-0.2,-29.0,5.4,12.7,-3.4,x
CCCOc1ccc(N2C(=O)CC(N(O)c3ccccc3)C2=O)cc1 (configuration not stated),-0.3,0.6,-2.9,1.9,-5.4,-5.3,6.8,-2.0,-0.3,0.6
CCN(CC)c1ccc(/C=C2/C(=O)N(c3ccc([N+](=O)[O-])cc3)N=C2N2CCOCC2)cc1,x,-2.9,x,-4.4,-1.8,x,x,x,x,-4.2
CCOc1ccc(NC(=O)COn2nnc3ccc(S(=O)(=O)N4CCOCC4)cc32)cc1,x,0.9,8.1,6.2,4.7,-9.7,10.6,2.0,-0.7,0.7
FC(F)(F)c1cccc(Cc2noc(CN3CCCC(OCc4ccccn4)C3)n2)c1 (configuration not stated),x,-0.4,-8.6,20.8,-2.4,-7.4,3.1,2.1,i,-1.3
COc1ccc(-n2ccnc(SCC(=O)NC3CCCC3)c2=O)cc1OC,x,x,-6.4,x,-4.2,-12.0&-15.1,10.6,-0.1,3.2,x
C#CCOCCOCCOCCNc1nc(N2CCN(C(=O)C(Cc3cc4ccccc4[nH]3)n3cc(C(N)Cc4ccc(O)cc4)nn3)CC2)nc(N2CCN(C(=O)C(Cc3cc4ccccc4[nH]3)n3cc(C(N)Cc4ccc(O)cc4)nn3)CC2)n1 (configuration not stated),x,x,-85.2,34.7,x,39.4*,x,x,x,-0.3
CCCn1c(=O)[nH]c2ccccc21,0.6,2.0,1.3,-10.2,-13.2,-4.1,3.1,-0.4,-0.8,-2.1
Cc1c(O)cc2c(c1O)C(=O)CC(c1ccc(O)cc1)O2 (configuration not stated),-0.5,-0.5,-6.9,21.1,-33.4,6.7,-2.1,0.5,-0.4,0.6
CC1(C(=O)Nc2nc3ccccc3s2)CC1(Br)Br (configuration not stated),-0.6,-0.9,-3.0,13.8,x,-5.1,0.7,0.5,i,5.2
COc1ccc(CN2CCNC(=O)C2CC(=O)NCC2CCOCC2)c(F)c1 (configuration not stated),0.4,-0.3,-6.1,-4.4,8.2,5.9,-2.4,-2.3,x,0.8
Cc1cc2c(=O)oc(-c3ccc(Br)cc3)nc2s1,x,-0.7,-6.4,8.8,2.3,-14.3,-11.2,-0.8,-1.0,-5.4
C=CCNC(=S)N1CCN(c2ncc3c(=O)c(C(=O)O)cn(CC)c3n2)CC1,0.4,0.4,-3.8,7.1,7.6,-0.3,21.3,4.7,-0.4,5.0
CCCn1c(SCC(=O)NCc2ccc(C)cc2)n[nH]c1=O,x,1.7,0.6,23.3,6.0,-13.4,-1.2,-0.1,1.6,-6.4
CC(C)(C)OC(=O)CC[C@@H](C(=O)N1CCN(C(=O)OC(C)(C)C)CC1)n1cc(C(Cc2ccc(O)cc2)NC(=O)OC(C)(C)C)nn1 (some centres not stated),-0.5,0.8,3.3,13.9,-7.6,5.9,-6.9,0.0,-0.3,-0.8
COc1cc(-c2cc(C(=O)Nc3ccc(S(N)(=O)=O)cc3)c3ccccc3n2)cc(OC)c1OC,-1.0,-1.5,2.1,25.2,-55.6,-0.5,7.5,0.6,-0.1,-1.4
CCc1nc2c(OCCOc3ccccc3)cccn2c1N(C)C(=O)c1ccccc1F,0.8,x,x,x,x,x,-4.4,-3.5,-0.4,x
O=C(O)C(c1ccccc1)C1CCCCC1O (configuration not stated),2.2,x,5.3,x,x,-8.3,-12.1,1.1,i,x
CCc1cc2c(SC(C)C(=O)NC3CCCC3)ncnc2s1 (configuration not stated),0.6,3.1,0.1,x,1.8,-14.6,6.5,-2.5,8.3,x
CCCn1cnc2cc(NCc3cccc(OC)c3)ccc21,1.3,-3.8,4.8,1.2,-0.9,11.3,12.3,7.8,-5.0,2.0
O=C(CN(C(=O)c1csnn1)c1ccc(F)c(Cl)c1)NCc1ccc2c(c1)OCO2,-5.5,0.7,-5.2,-11.5,-1.8,-1.5,9.8,0.9,-9.4,0.4
Cc1cc(N2CCCC2)ccc1NC(=O)COc1ccccc1,-1.6,x,-4.7,x,x,9.9,3.9,1.9,-0.7,x
COc1cccc(-n2nnc3c(=O)n(Cc4ccc(F)cc4)cnc32)c1,-2.5,-2.8,-12.7,18.6,4.1,-29.1,17.9,-0.2,-3.7,10.4
Cc1ccccc1NC(=O)Cn1nc(C(F)(F)F)cc1C1CC1,-1.4,-1.7,3.5,14.5,1.7,-33.0,16.5,1.5,-2.4,8.0
Cc1nn(Cc2ccccc2Cl)c(C)c1NC(=O)CCCn1nc(C)c([N+](=O)[O-])c1C,1.3,0.5,-0.5,23.7,-13.0,-9.0,4.8,-2.0,2.1,1.9
O=C(COC(=O)c1ccc(Cl)nc1)Nc1nnc(-c2ccccc2)o1,-0.7,3.6,-3.3,x,-9.1,0.8,3.6,-1.0,i,x
COCC(C)n1c(C)cc(C(=O)COc2ccc(S(=O)(=O)N3CCOCC3)cc2Cl)c1C (configuration not stated),-1.2,0.3,3.8,-9.2,-2.5,23.1,0.5,2.4,-0.4,-2.9
O=C1c2ccccc2-c2nnc(-c3ccccc3)cc21,-4.7,-1.1,-5.1,1.3,-6.3,-4.7,3.1,-2.7,-0.4,-4.1
Cn1c(CNC(=O)CNC(=O)c2cccc(F)c2)cc(=O)n(C)c1=O,-1.3,0.4,5.6,-12.9,-4.8,0.9,0.9,1.4,i,-1.4
CCCNC(=O)COC(=O)c1cc(SC)ccc1Cl,-3.2,1.8,-3.6,-12.3,2.9,-3.7,7.4,4.9,0.0,-0.1
Cc1cc(C)cc(S(=O)(=O)c2cn(C)c3cc(N4CCN(C)CC4)c(F)cc3c2=O)c1,-1.4,-4.2,10.1,19.7,1.0,-11.1,4.2,5.8,-0.2,-14.2
C/C(=N\NC(=O)CSc1nc2ccccc2s1)c1cccnc1,x,2.6,1.0,17.0,7.5,x,11.0,-0.8,i,1.1

# Part of the list above, with values under each structure.
# Values run as follows: Mtb BioA inh | Mtb UGM inh | MazEF act | VHR inh abs | Rv3671c inh | SSB-PriA inh | GDH-TPI inh | FBA Mtb inh | Vc quorum ag | 3CLpro inhibitor
C/C(=N\NC(=O)CSc1nc2ccccc2s1)c1cccnc1
    x | 2.6 | 1.0 | 17.0 | 7.5 | x | 11.0 | -0.8 | i | 1.1
COCC(C)n1c(C)cc(C(=O)COc2ccc(S(=O)(=O)N3CCOCC3)cc2Cl)c1C (configuration not stated)
    -1.2 | 0.3 | 3.8 | -9.2 | -2.5 | 23.1 | 0.5 | 2.4 | -0.4 | -2.9
Cc1cc(C)cc(S(=O)(=O)c2cn(C)c3cc(N4CCN(C)CC4)c(F)cc3c2=O)c1
    -1.4 | -4.2 | 10.1 | 19.7 | 1.0 | -11.1 | 4.2 | 5.8 | -0.2 | -14.2
Cn1c(CNC(=O)CNC(=O)c2cccc(F)c2)cc(=O)n(C)c1=O
    -1.3 | 0.4 | 5.6 | -12.9 | -4.8 | 0.9 | 0.9 | 1.4 | i | -1.4
O=C1c2ccccc2-c2nnc(-c3ccccc3)cc21
    -4.7 | -1.1 | -5.1 | 1.3 | -6.3 | -4.7 | 3.1 | -2.7 | -0.4 | -4.1
CCCNC(=O)COC(=O)c1cc(SC)ccc1Cl
    -3.2 | 1.8 | -3.6 | -12.3 | 2.9 | -3.7 | 7.4 | 4.9 | 0.0 | -0.1

# Source: PubChem (several laboratories)

# These rows are one share of the data, so the mix of outcomes need not match the whole.
